Bioassay records: PubChem, several laboratories
West Nile virus CPE: West Nile virus antiviral activity, cell-based, CPE readout (AID 1621). 0.02% of 290,000 active. West Nile virus-infected cells, CPE inhibition; higher % means a stronger effect. one-dose CPE inhibition, % at 10 µM; IC50 in µM for titrated hits; in the data active = a potency from the dose series; inconclusive = CPE inhibition mostly from about 3.7% at the one dose, without a potency; inactive = the rest, 99 in 100 with CPE inhibition below about 2.2%; note: strong numbers were not always called active
Rac1 GTP hydrolysis: MgcRacGAP GTPase-activating activity inhibitors, confirmation, biochemical, ADP Hunter fluorescence. Rac GTPase-activating protein 1 (Homo sapiens). MgcRacGAP-stimulated Rac1 GTP hydrolysis, ADP Hunter fluorescence; higher % means a stronger effect; GST-tagged Rac1 F28L mutant substrate. one-dose inhibition, % at 30 µM; IC50 in µM for titrated hits. 0.6% of 340,000 active. AID 624330, 2012;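 active = first-screen hits whose inhibition reached a set limit at any dose in the follow-up dose series; inconclusive = inhibition above the set first-screen limit but never retested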;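 note: fluorescence reports GDP produced by GAP-driven GTP hydrolysis; strong numbers were not always called active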
WT yeast gro inh: growth inhibition of WT strain, primary screen, mitochondrial fusion inhibitor project, WT and mutant strains, chemical genetic. mitochondrial fusion phenotypic screen. 2.1% of 190,000 active. inhibition, % at 10 µM; in the data active = inhibition above about 58%; tested in S. cerevisiae
b-catenin transl: modulators of beta-catenin nuclear translocation, primary screen, imaging, HeLa cells, immunofluorescence, high-content; nuclear translocation activity, % at 5 µM; 0.3% of 190,000 active; AID 1665, 2009;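 active = nuclear translocation activity above 50% at 5 µM, with a well cell count of 50 or more; inconclusive = wells under 50 cells across six images, flagged as toxic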;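 note: per-cell ratio of nuclear to cytoplasmic median beta-catenin stain intensity; plate controls were DMSO negative control for no effect and GSK-3 inhibitor IX positive control for full effect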
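assay system = human HeLa cells, endogenous beta-catenin | times = compound treatment 24 h, 37°C, 5% CO2 | detection = Anti-beta-catenin immunofluorescence on PFA-fixed, Triton-permeabilized cells, DAPI nuclei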
PhoP inhibition: inhibitors of PhoP regulon expression, primary screen, Salmonella Typhimurium, GFP reporter (AID 1863); S. Typhimurium PhoP-regulated promoter GFP reporter, 4 h; higher % means a stronger effect; inhibition, % at 50 µM, or IC50 in µM where a hit was titrated; 0.16% of 300,000 active;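 active = inhibition over 29.93%, a cutoff 3 SD above the screen mean, later confirmed by dose response; inconclusive = inhibition over 29.93% but no dose response follow-up; inactive = inhibition at most 29.93% or unconfirmed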;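 note: 0% = low Mg2+ inducing control and 100% = high Mg2+ repressing control; strong numbers were not always called active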
Large T inhibition: SV40 large T antigen inhibitors, biochemical (AID 1903); SV40 large T antigen ATPase/helicase inhibition assay; higher % means a stronger effect; 0.39% of 310,000 active; one-dose inhibition, % at 20 µM; IC50 in µM for titrated hits; in the data active = a potency from the dose series; inconclusive = inhibition mostly from about 32% at the one dose, without a potency; inactive = the rest, 99 in 100 with inhibition below about 32%; note: strong numbers were not always called active
T cell modulator: modulators of CD8 T cell-vesicle binding, primary screen, mouse 2C CD8+ T cells, flow cytometry; 2C CD8+ T cell-vesicle binding; stronger effect = lower value; calls only at 7 µM; 0.068% of 330,000 active; AID 2052, 2009;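 active = response, share of CD8 T cells binding vesicles, and their 90th percentile fluorescence all below set limits, cut at about 80% in these data, passing the limit was not always enough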
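incubation = binding step 1.5 h, 37 °C, antibody labelling 20 min, ice | test system = 2C mouse CD8+ T cells | read-out basis = percent CD8+ FL2 mean versus row control | controls = Peptide-free naked vesicles (low) and QL9 vesicles with 0.7% DMSO vehicle (high) | detection = flow cytometry of vesicle-bound cells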
Myeloid diff 2: induction of myeloid progenitor differentiation, primary screen, cell-based, flow cytometry, MLPCN library. ER-HoxA9 myeloid progenitors, lysozyme-GFP differentiation. calls only at 10 µM. 1% of 360,000 active. AID 624256, 2012;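 active = normalized GFP-positive differentiation at or above the plate's own cutoff, the solvent-only control mean plus 3 SD; inconclusive = no clear call, values can overlap the other calls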;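 note: cells exposed to compound for four days before flow analysis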
RSV CPE inhibition: RSV antiviral activity via CPE protection, HEp-2 cells, primary 10 µM value included (AID 2391); one-dose CPE inhibition, % at 10 µM; IC50 in µM for titrated hits; HEp-2 cells, RSV-induced CPE inhibition; higher % means a stronger effect; 0.13% of 310,000 active; in the data active = a potency from the dose series; inconclusive = CPE inhibition mostly from about 23% at the one dose, without a potency; inactive = the rest, 99 in 100 with CPE inhibition below about 21%; note: strong numbers were not always called active
WT yeast gro inh mutant strain: second read-out of WT yeast gro inh, no call of its own (marks repeat the call); inhibition, %; mitochondrial fusion phenotypic screen, mutant strain inhibition
b-catenin transl cell count 5 µM: recorded beside b-catenin transl, whose call it bears; cell count; measured here: cell count, cytotoxicity flag
T cell modulator vesicle-bound %: also measured in T cell modulator; calls as there; double positive events, %; measured here: CD8+ vesicle-bound cell fraction;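 binding gate set so that unloaded-vesicle control wells show 10% double positive cells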
Myeloid diff 2 GFP+ MAC1+ %: also measured in Myeloid diff 2; calls as there; GFP+ MAC1+ double positive, %; measured here: differentiation confirmed by MAC1 staining
* hit, by the source's call; i = inactive; ? = inconclusive; / = not tested or not shown. The order is random; overall some 3.6% were active at least once.

SMILES	West Nile virus CPE	Rac1 GTP hydrolysis	WT yeast gro inh	WT yeast gro inh mutant strain	b-catenin transl	b-catenin transl cell count 5 µM	PhoP inhibition	Large T inhibition	T cell modulator	T cell modulator vesicle-bound %	Myeloid diff 2	Myeloid diff 2 GFP+ MAC1+ %	RSV CPE inhibition
O=C(CS(=O)(=O)c1cn(Cc2cccc(F)c2)c2ccccc12)N1CCCCC1	-0.5%	4.3%	6.4	-1.4	-3.0	1280	5.1%	6.4%	i	19.6	i	0.7	1.7%
COc1ccccc1NC(=O)CC(=O)Nc1ccccc1OC	-0.4%	8.2%	/	/	/	/	23.0%	-7.1%	i	49.3	i	0.3	0.8%
CCc1ccc2[nH]c(=O)c(CN(Cc3ccccc3OC)Cc3nnnn3Cc3ccco3)cc2c1	0.1%	2.3%	-10.6	-8.5	-0.2	1015	4.7%	9.9%	i	12.5	i	0.5	-4.2%
Cc1ccc(-n2nnnc2SCC(=O)c2ccc3c(c2)NC(=O)CO3)c(C)c1	-0.2%	2.8%	12.7	-15.5	-0.3	1144	-5.6%	5.9%	i	8.4	i	1.6	0.9%
CCOc1ccc(NC(=O)CN(C)C(=O)CCNC(=O)c2ccc(Br)cc2)cc1OCC	/	5.7%	/	/	/	/	-5.7%	1.9%	i	33.2	i	1.0	-1.3%
CCC(OC(=O)C(NC(=O)c1ccccc1)c1ccccc1)C(=O)Nc1cc(C)on1 (stereo unspecified)	-0.3%	-2.0%	-8.8	-0.6	-6.4	932	31.7%	-14.3%	i	32.0	i	2.6	0.4%
Cc1cccc(N2CCN(C(=O)CC(NC(=O)c3ccccc3Cl)c3ccccc3)CC2)c1C (stereo unspecified)	-1.8%	11.9%	44.4	19.9	/	/	-9.6%	6.2%	i	18.2	i	0.3	2.3%
CC(C)c1ccc(C(O)P(=O)(OC2CCCCC2)OC2CCCCC2)cc1 (stereo unspecified)	-1.7%	/	/	/	-0.1	1308	-5.3%	6.3%	i	41.2	i	0.6	?
CNC(=S)Nc1cccc(C(C)=O)c1	0.1%	10.6%	5.5	9.2	2.7	970	-11.5%	15.2%	i	38.5	i	0.4	0.9%
COc1ccc(C)cc1S(=O)(=O)Nc1ccc(F)c(Cl)c1	-0.2%	7.7%	9.6	8.3	-2.3	448	-1.6%	0.0%	i	27.2	/	/	15.7%
C/C(N)=C(/C#N)C(=O)CSc1nc2ccccc2c(=O)n1Cc1ccc(F)cc1	0.1%	6.8%	/	/	0.1	1028	-5.5%	23.8%	i	31.6	i	0.1	5.9%
CSC1=C(C#N)C(c2ccccc2Cl)C(C(=O)c2cccs2)C(O)(C(F)(F)F)N1 (stereo unspecified)	1.8%	0.8%	38.3	9.3	-0.6	557	12.0%	3.5%	i	23.9	i	0.3	5.1%
CC(NS(=O)(=O)c1ccc(Br)cc1)C(c1cccs1)N1CCN(C)CC1 (stereo unspecified)	0.4%	-3.2%	-1.8	5.3	-5.0	1168	10.1%	2.5%	i	9.5	i	1.7	-1.5%
CN(Cc1nc(-c2cnccn2)no1)CC1(c2ccccc2)CC1(C)C (stereo unspecified)	-1.6%	0.8%	14.8	4.3	-0.1	963	-4.4%	2.9%	i	58.2	i	0.5	2.5%
CCCCCc1cc(=O)oc2c(C(CCN3CCN(c4ccccc4)CC3)c3ccc4c(c3)OCO4)c(OC)cc(OC)c12 (stereo unspecified)	-0.7%	9.9%	/	/	-2.3	1141	-2.3%	8.7%	i	41.2	i	2.9	-1.2%
COc1cccc(CN2CCN(C(=O)c3cc(-c4ccccn4)nc4ccc(Cl)cc34)CC2)c1	0.2%	2.1%	22.2	34.2	2.2	1454	1.4%	6.1%	i	25.3	i	0.5	1.8%
C[C@@H](NC(=O)c1nc[nH]c1C(=O)NCC(=O)OCc1ccccc1)c1ccccc1	-0.2%	5.5%	/	/	/	/	-0.1%	6.7%	i	30.7	i	0.5	2.0%
O=C1[C@@H]2[C@H](C(=O)N1Cc1cccnc1)[C@H]1C=C[C@@H]2C1	-0.5%	-1.8%	-25.7	-28.9	-0.5	1062	-2.6%	0.9%	i	3.7	i	7.2	-0.5%
Cc1cccc(NC(=O)CCN2CC(C)CC(C)C2)c1 (stereo unspecified)	-0.1%	6.6%	/	/	/	/	-4.6%	8.7%	i	43.3	i	0.7	-0.9%
CCC(Oc1ccccc1)C(=O)Nc1nc2c(s1)C(=O)CC(C)(C)C2 (stereo unspecified)	-0.2%	7.9%	19.5	1.4	-1.1	1374	-3.1%	32.9%	i	35.2	i	0.9	2.0%
CC1CCC(C(=O)NC(C(=O)NCCCN2CCOCC2)C(C)C)CC1 (stereo unspecified)	0.3%	1.6%	12.5	0.6	1.7	1347	8.9%	-3.5%	i	42.4	i	0.8	0.0%
Cc1ccccc1CS(=O)(=O)Cc1ccc(C(=O)NC2CCCC2)o1	-0.1%	8.1%	/	/	/	/	-0.2%	-6.8%	i	8.5	i	0.0	2.1%
Cc1nnc(N2C(=O)C(O)=C(C(=O)c3ccco3)C2c2cccc3ccccc23)s1 (stereo unspecified)	0.5%	7.6%	/	/	0.1	1275	-8.1%	20.5%	i	25.8	i	0.5	9.3%
O=C(CN1C(=O)c2ccccc2S1(=O)=O)NCc1ccco1	-0.3%	7.5%	-8.3	-5.0	0.0	954	/	/	i	56.9	i	0.0	0.4%
CCOC(=O)c1c(C)oc2cc(Br)c(O)c(Br)c12	0.1%	21.1%	15.1	16.3	-3.1	1141	3.9%	10.9%	i	60.7	i	0.4	-0.8%
CCOc1ccc(NC(=S)NC23CC4CC(CC(C4)C2)C3)cc1	-2.6%	9.7%	/	/	/	/	7.5%	4.8%	i	29.0	i	0.6	-1.5%
CC1(c2cccc(Br)c2)NC(=O)N(CC(=O)NC2CCCCC2)C1=O (stereo unspecified)	/	2.1%	/	/	/	/	/	/	i	44.4	i	1.1	0.7%
N#Cc1ccc(COc2cccc3cccnc23)cc1	-0.9%	-6.4%	/	/	/	/	3.6%	3.4%	i	50.4	i	0.8	21.8%
CCN(CC(=O)Nc1ccc2c(c1)OCCO2)CC(=O)Nc1cc(C)on1	-0.2%	3.1%	-7.1	-14.5	-2.3	945	-0.5%	10.2%	i	35.5	i	1.9	1.4%
C=CCn1c(N2CCN(c3ccc(OC)cc3)CC2)nc2c1c(=O)[nH]c(=O)n2C	0.6%	6.9%	-5.2	3.1	0.1	1595	-0.8%	26.2%	i	33.4	i	1.5	6.2%
COc1ccc2[nH]c3c(c2c1)CCN1C(=O)N([C@@H](C)C(=O)NCc2c(F)cccc2Cl)C(=O)[C@]31C	-1.1%	0.8%	/	/	/	/	6.8%	10.4%	i	8.2	i	2.1	1.4%
CCCn1ccc(O)c(Cc2ccc(Cl)cc2)c1=O	0.1%	4.6%	-4.2	3.8	-3.1	953	5.4%	7.9%	i	1.0	i	0.2	3.4%
CN(c1ccccc1)c1ccc(/C=c2\s/c(=C(/C#N)C(=O)C(C)(C)C)n(Cc3ccco3)c2=O)cc1	0.0%	/	-3.9	6.6	7.1	1381	-7.6%	6.0%	i	56.4	/	/	4.4%
Cc1nn(-c2cc(N3CCCC3)ccc2[N+](=O)[O-])c(=O)c2ccccc12	0.1%	8.1%	-13.5	-6.3	/	/	11.6%	-1.7%	i	35.2	i	1.3	3.4%
CCOC(=O)Cc1csc(NC(=O)c2c(-c3c(F)cccc3Cl)noc2C)n1	-0.2%	4.8%	25.1	10.2	1.1	1044	-1.7%	-0.3%	/	/	i	0.7	-0.6%
COc1cc(/C=N/NC(=O)CC#N)ccc1Oc1nc(Cl)ncc1F	-0.5%	7.3%	/	/	/	/	2.5%	6.2%	i	8.2	i	0.2	0.3%
C=CCNc1sc(C(=O)C2CC2)c(N)c1C#N	0.1%	4.2%	-15.3	-8.8	-3.6	1145	-5.3%	5.3%	i	47.2	i	0.8	-0.5%
Cc1ccc(S(=O)(=O)NCCC(=O)NCC(c2cccs2)N(C)C)cc1 (stereo unspecified)	/	5.2%	/	/	/	/	/	/	i	43.8	i	1.9	-0.5%
O=C(Nc1ccc(S(=O)(=O)Nc2ccnn2-c2ccccc2)cc1)C(F)(F)F	0.8%	-10.1%	/	/	/	/	-0.3%	2.9%	i	20.0	i	0.8	-1.1%
COc1ccc(CC(=O)NC(C)c2nnc(SCc3nc4ccccc4c(=O)[nH]3)n2C)cc1 (stereo unspecified)	0.2%	4.8%	14.7	-1.8	-2.0	1193	-4.2%	13.2%	i	25.0	i	0.7	1.6%
CC(=O)c1cccc(NC(=O)c2cc(C(C)C)on2)c1	0.1%	13.5%	-4.8	0.4	1.2	1199	1.8%	1.2%	i	29.3	i	2.3	2.6%
O=C(COC(=O)/C=C/c1ccccc1)NCc1ccc(Cl)cc1	0.9%	1.9%	0.6	-0.3	1.7	847	-9.0%	6.3%	i	46.6	i	0.5	1.3%
COc1cccc(CN2CCN(Cc3ccccc3C(F)(F)F)CC2)c1	-0.4%	31.3%	/	/	/	/	1.2%	5.1%	i	50.6	i	1.3	-0.2%
CC(NCC(=O)NCCc1ccc(S(N)(=O)=O)cc1)c1ccc(F)cc1 (stereo unspecified)	0.1%	5.2%	/	/	/	/	-5.4%	5.4%	i	69.1	i	4.7	1.1%
CC(=O)C1=C(O)C(=O)N(Cc2ccccc2)C1c1cccc([N+](=O)[O-])c1 (stereo unspecified)	1.0%	7.1%	/	/	/	/	6.4%	6.5%	i	18.2	i	0.3	1.1%
Cc1cc(C)c(C)c(S(=O)(=O)N2CCN(CC(=O)Nc3ccc([N+](=O)[O-])cc3)CC2)c1C	0.3%	0.2%	-9.9	16.2	0.6	998	-0.5%	7.6%	i	27.1	i	0.0	3.2%
